# Bioassay records deposited in PubChem BioAssay by The Scripps Research Institute Molecular Screening Center.
# PLC-gamma1 inh – PLC-gamma1 enzyme inhibitors, primary screen, biochemical, fluorescence, purified enzyme | 1-phosphatidylinositol 4,5-bisphosphate phosphodiesterase gamma-1 (Homo sapiens), P19174 | fluorogenic substrate | inhibition, % at 12.2 µM | hit rate 0.84% among 370,000; in the data active = inhibition above about 9.5%
# MBD2 inh – inhibitors of MBD2 binding to methylated DNA, primary screen, biochemical, TR-FRET, DNA-binding domain, human. hit rate 0.31% among 370,000. MBD2 binding to methylated oligonucleotide. inhibition, % at 4.4 µM. Methyl-CpG-binding domain protein 2 (Homo sapiens), Q9UBB5; in the data active = inhibition above about 13%
# ASAP1 GAP inh – inhibitors of human ASAP1 ArfGAP activity, primary screen, biochemical, fluorescence polarization | ASAP1-stimulated ARF1 GTP hydrolysis, GDP FP detection | inhibition, % at 16.5 µM | hit rate 0.19% among 360,000 | AID 624377, 2012; in the data active = inhibition above about 25%;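 also: 0% = vehicle with enzyme and substrate and 100% = no enzyme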
# KLK7 zymogen act – proKLK7 zymogen activators, primary screen, biochemical, fluorescence intensity | hit rate 0.9% among 370,000 | AID 652039, 2013 | activation, % at 7 µM | Kallikrein-7 (Homo sapiens), P49862 | purified proKLK7, EDANS-DABCYL substrate fluorescence; 100% is mature enzyme control, 0% vehicle;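 active = activation above the mean of all tested compounds plus 3 SD, computed per campaign excluding outliers beyond control limits, cut at about 13% in these data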
# Target sequence (P49862 whole entry, looked up): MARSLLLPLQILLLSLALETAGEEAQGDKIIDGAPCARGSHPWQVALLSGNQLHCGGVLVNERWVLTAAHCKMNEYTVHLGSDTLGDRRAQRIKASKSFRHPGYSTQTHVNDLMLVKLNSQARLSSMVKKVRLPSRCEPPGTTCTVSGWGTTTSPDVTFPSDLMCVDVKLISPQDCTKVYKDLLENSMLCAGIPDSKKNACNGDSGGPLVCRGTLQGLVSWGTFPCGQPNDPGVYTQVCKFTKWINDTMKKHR
# ARFGAP1 inhibitor – inhibitors of rat ARFGAP1 GAP activity, primary screen, biochemical, fluorescence polarization, GDP tracer. hit rate 0.26% among 360,000. inhibition, % at 16.5 µM. ADP-ribosylation factor GTPase-activating protein 1 (Rattus norvegicus), Q62848. Arfgap1-stimulated ARF1 GTP hydrolysis, GDP FP detection;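 active = inhibition above a per-plate limit, mean inhibition of low control wells plus 3 SD, cut at about 25% in these data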;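 also: 0% = DMSO wells with enzyme and 100% = wells lacking Arfgap1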
# Target sequence (Q62848 1-136 limits assumed): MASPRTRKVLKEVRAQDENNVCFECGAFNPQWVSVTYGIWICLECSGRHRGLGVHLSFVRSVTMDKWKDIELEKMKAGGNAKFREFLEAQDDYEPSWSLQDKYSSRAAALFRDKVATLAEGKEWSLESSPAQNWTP
#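 System: truncated rat Arfgap1 GAP domain / Benchmarks: high control wells lacking Arfgap1, low control full reaction with DMSO / Times: compound-enzyme preincubation 20 min, reaction 120 min, detection 60 min, 25 °C / Repeats: one replicate per compound / Also added: human ARF1(Δ1-17)-GTP substrate / Measured by: Tracer-displacement fluorescence polarization with EDTA stop, 620/688 nm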
# ADAM17 inh – ADAM17 inhibitors, primary screen, biochemical, QFRET; Disintegrin and metalloproteinase domain-containing protein 17 (Homo sapiens), P78536; recombinant ADAM17, EDANS/DABCYL FRET peptide cleavage; inhibition, % at 6.95 µM; hit rate 0.83% among 370,000;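 active = inhibition above the mean of compounds lying between control limits plus 3 SD, set per campaign, cut at about 8.5% in these data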;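 also: 0% = DMSO-only wells as the low control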
# UHRF1 binding – UHRF1 methylated DNA binding inhibitors, primary screen, counter-screen for MBD2 inhibitor project, biochemical, TR-FRET, human UHRF1, single concentration; AID 687016, 2013; inhibition, % at 4.4 µM; hit rate 0.75% among 370,000; UHRF1 binding to methylated oligo; in the data active = inhibition above about 21%;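 also: UHRF1 SRA domain binding a hemimethylated CpG hairpin DNA probe; 0% = median of test compound wells and 100% = reference inhibitor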
# DDE Tn6 FP inh – inhibitors of Tn6 peptide binding to fibrin DD(E), primary screen, biochemical, fluorescence polarization, human fibrin, Tn6 probe. Fibrin DD(E) TRITC-Tn6 fluorescence polarization displacement. inhibition, % at 8.3 µM. hit rate 0.21% among 370,000. Fibrinogen beta chain (Homo sapiens), P02675;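 active = inhibition above a per-campaign cutoff: mean of compounds within control limits plus 3 SD, cut at about 15% in these data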;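 also: 0% = median of all compound wells on the plate and 100% = blocking peptide control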
# Target sequence (P02675 whole entry, looked up): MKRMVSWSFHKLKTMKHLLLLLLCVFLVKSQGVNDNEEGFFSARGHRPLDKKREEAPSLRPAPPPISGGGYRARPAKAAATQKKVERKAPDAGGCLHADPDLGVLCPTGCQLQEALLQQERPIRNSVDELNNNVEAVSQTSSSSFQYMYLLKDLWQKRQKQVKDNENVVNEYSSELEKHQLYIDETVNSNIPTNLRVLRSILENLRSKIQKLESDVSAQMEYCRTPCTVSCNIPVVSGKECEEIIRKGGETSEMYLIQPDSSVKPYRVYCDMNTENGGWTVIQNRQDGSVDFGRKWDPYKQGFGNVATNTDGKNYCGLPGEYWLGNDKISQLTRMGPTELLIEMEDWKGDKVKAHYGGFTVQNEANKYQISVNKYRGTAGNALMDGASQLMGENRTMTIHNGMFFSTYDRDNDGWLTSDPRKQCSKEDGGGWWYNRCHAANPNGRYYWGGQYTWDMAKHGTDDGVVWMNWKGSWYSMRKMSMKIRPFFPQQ
# Tn7 DDE FP – inhibitors of Tn7 peptide binding to fibrin DD(E), primary screen, biochemical, fluorescence polarization, human fibrin, Tn7 probe; Fibrinogen beta chain (Homo sapiens), P02675; FP displacement of FITC-Tn7 peptide from fibrin DD(E); 0% = median of compound wells per plate; inhibition, % at 8.3 µM; hit rate 0.13% among 370,000;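 active = inhibition above the mean of compounds falling within the control limits plus 3 SD of them, cut at about 14% in these data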;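 also: 0% = plate median of compound wells and 100% = 10 µM Aha-Tn7 peptide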
#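 Assay system: Human clot-derived fibrin DD(E) complex | Buffer or medium: Tris/NaCl/CaCl2 buffer, pH 7.8 | Repeats: One replicate per compound | Benchmarks: Aha-Tn7 high control | Measure: % inhibition scaled between sample-field median and high-control FP | Schedule: 10 min plus 3 h, room temperature | Signal: Fluorescence polarization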
# PLCb3 inh – human PLC-beta3 inhibitors, primary screen, biochemical, fluorescence | AID 720704, 2013 | Purified PLC-beta3, fluorogenic substrate | inhibition, % at 12.2 µM | hit rate 0.18% among 370,000; in the data active = inhibition above about 11%;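 also: 0% = median of compound wells on plate and 100% = full blocker control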
# * = called active by the depositor.
SMILES,PLC-gamma1 inh,MBD2 inh,ASAP1 GAP inh,KLK7 zymogen act,ARFGAP1 inhibitor,ADAM17 inh,UHRF1 binding,DDE Tn6 FP inh,Tn7 DDE FP,PLCb3 inh
O=C(c1ccco1)N1CCC2CC1c1c(Cl)cccc12 (configuration not stated),0,0,0,0.5,1,-4,0,-9,-5,0
O=C(Cc1sc(-c2ccccc2)nc1-c1ccccc1)Nc1ccccc1,2,0,-4,0.0,0,-4,2,0,2,5
CNc1nc(Nc2ccc(C(C)=O)cc2)nc(OC(C(F)(F)F)C(F)(F)F)n1,-1,1,14,0.1,9,0,1,8,1,-1
Cc1ccc(-c2csc(NC(=O)c3cccc([N+](=O)[O-])c3)n2)cc1,0,0,14,-0.4,4,1,-1,7,-2,0
CNC[C@H]1Oc2cc(Br)ccc2S(=O)(=O)N([C@@H](C)CO)C[C@H]1C,2,-1,4,0.4,-8,6,4,-4,-5,4
CCOC(=O)c1sc(NC(=O)CCN2C(=O)C3CCCCC3C2=O)cc1C (configuration not stated),4,2,4,0.4,0,1,-1,-2,-3,1
Cc1ccc(NC(=O)CCNS(=O)(=O)c2cccc3nonc23)cc1Cl,0,-5,14,-0.1,-5,-1,-1,-4,-8,3
Cc1ccc(OCC(=O)NC(C)c2ccccc2)cc1 (configuration not stated),-17,-4,-10,0.3,-5,-3,-2,7,3,-23
COc1ccc(C(=O)C(C)OC(=O)COc2ccccc2)cc1 (configuration not stated),6,-2,11,-0.3,18,1,-1,3,5,-8
O=C(CN1C(=O)C2C3C=CC(C4CC34)C2C1=O)Oc1ccccc1 (configuration not stated),1,2,-5,0.0,9,0,1,5,6,0
COC(=O)c1nc[nH]c1[N+](=O)[O-],1,1,-12,0.7,2,-3,0,7,-5,0
COc1cc(OC)cc(-c2c(C#Cc3ccsc3)c3cc(-c4ccc(SC)cc4)ccc3n2C)c1,-47,3,5,-1.2,0,-9,2,10,-2,-74
Cc1csc2c(N3CCN(C(=S)Nc4ccc(C(F)(F)F)cc4)CC3)ncnc12,3,3,1,0.1,9,1,-2,-6,1,-6
O=C(Oc1ccccc1F)C1CCN(C(=O)c2ccc(F)cc2)CC1,6,-4,-14,0.0,-6,1,0,-7,1,-5
COC(=O)c1cccc(C23CC4(C2)[C@H](CN(C)[C@@H]4c2ccccc2)C3c2ccccc2)c1 (some centres not stated),2,-2,-1,0.0,-3,-4,2,-5,-3,-5
COc1cccc(SCc2noc(C(=O)NC(C)C)c2C(=O)NC(C)C)c1,-1,0,9,0.8,9,0,0,-2,-8,3
COc1cccc(Cn2cnc3c(NS(=O)(=O)c4ccc(Cl)cc4)c(C)c(C)cc32)c1,6,2,9,-0.3,11,6,2,2,2,3
CCCc1nnc(SCc2ccc(OC)cc2)n1N,0,-4,1,0.1,6,-1,-2,7,4,2
CN(C)/C=C/C(=O)c1ccc2noc(-c3ccc(F)cc3)c2c1,-18,-1,10,-1.7,2,-2,-2,-6,-4,-32
O=S(=O)(Cc1ccccc1)Nc1cccc(Br)c1,3,-3,8,-0.3,4,2,1,0,0,0

# Shown with values under each structure: entries from further up.
# The line under a structure holds: PLC-gamma1 inh | MBD2 inh | ASAP1 GAP inh | KLK7 zymogen act | ARFGAP1 inhibitor | ADAM17 inh | UHRF1 binding | DDE Tn6 FP inh | Tn7 DDE FP | PLCb3 inh
COC(=O)c1cccc(C23CC4(C2)[C@H](CN(C)[C@@H]4c2ccccc2)C3c2ccccc2)c1 (some centres not stated)
 : 2 | -2 | -1 | 0.0 | -3 | -4 | 2 | -5 | -3 | -5
COc1cccc(SCc2noc(C(=O)NC(C)C)c2C(=O)NC(C)C)c1
 : -1 | 0 | 9 | 0.8 | 9 | 0 | 0 | -2 | -8 | 3
COc1cccc(Cn2cnc3c(NS(=O)(=O)c4ccc(Cl)cc4)c(C)c(C)cc32)c1
 : 6 | 2 | 9 | -0.3 | 11 | 6 | 2 | 2 | 2 | 3

# Next compounds.
SMILES,PLC-gamma1 inh,MBD2 inh,ASAP1 GAP inh,KLK7 zymogen act,ARFGAP1 inhibitor,ADAM17 inh,UHRF1 binding,DDE Tn6 FP inh,Tn7 DDE FP,PLCb3 inh
O=C(CSc1nc2c(cnn2-c2ccccc2)c(=O)[nH]1)N1CCOCC1,2,1,6,-0.5,0,-1,0,3,4,-2
Cc1ccc(S(=O)(=O)N2CCN(C(=O)c3ccc(Cl)nc3)CC2)cc1,3,1,-2,-0.5,4,-3,2,-8,-5,0
CN1CCN(C(=S)NC(=O)c2ccc(Cl)cc2)CC1,-3,3,3,-0.3,-5,-5,-2,-3,3,-4
CN(C)CCN(C(=O)c1cccc(Cl)c1)c1nc2c(Cl)cccc2s1,-2,3,1,-0.2,2,-5,-5,-3,2,-2
CCC(C)(C)NC(=O)C(c1ccc(O)cc1)N(Cc1ccco1)C(=O)CCC(=O)Nc1ccccn1 (configuration not stated),-7,-3,5,-0.5,4,0,1,1,-9,-13
COCCN1CCn2c(nc3cc([N+](=O)[O-])ccc32)C1,1,0,-6,0.9,-5,2,0,5,-6,-8
CC(C)CN(C(=O)C1CCCCC1)C1CCS(=O)(=O)C1 (configuration not stated),1,-7,10,-0.5,5,0,-2,-12,-2,9
CCOc1ccc(NC(=O)NCCCCc2ccccc2)cc1,2,2,9,-0.2,9,-4,1,3,1,-8
O=C(CN1C(=O)C2CC=CCC2C1=O)NC1CCCc2ccccc21 (configuration not stated),0,4,8,-0.6,6,-3,2,-3,3,-2
O=S(=O)(NCC(c1ccco1)N1CCN(c2ccccc2F)CC1)c1ccc2c(c1)OCCO2 (configuration not stated),3,-3,0,0.6,4,2,-2,-1,3,1
COc1ccc(COC(=O)CN2C(=O)NC3(CCCC3)C2=O)cc1F,-3,4,-4,-0.1,2,-3,3,6,2,-2
CCCn1cnnc1CNC(=O)[C@H]1O[C@@H](n2ccc(N)nc2=O)[C@H](O)[C@@H]1O,-1,0,8,-0.3,-1,-2,-4,5,-4,3
COc1ccc(-c2cc(=O)oc3cc(OCC(=O)NCC4CCC(C(=O)O)CC4)ccc23)cc1 (configuration not stated),-103,-6,-5,1.8,9,-21,-2,6,0,-126
Cc1ccc(S(=O)(=O)c2nc(-c3ccccc3)oc2N2CCC(C(N)=O)CC2)cc1,-3,3,17,0.2,10,-1,-2,1,-4,-6
CCOCCOC(=O)C1=C(C)NC2=C(C(=O)CC(c3cccs3)C2)C1c1ccsc1 (configuration not stated),-123,-2,5,90*,-2,-45,-2,-1,3,-205
CCNC(=O)C1(C)CCN(C(=O)c2cccc(OC(F)(F)F)c2)C1 (configuration not stated),1,-2,0,-0.5,1,-1,-1,4,6,1
Cn1cc(/C=C(\NC(=O)c2ccccc2Cl)C(=O)NCCCN2CCOCC2)c2ccccc21,-1,-4,-9,0.8,3,-3,-4,3,-2,-8
COc1ccccc1NC(=O)CSc1nnc(COc2ccc(Cl)cc2)n1Cc1ccco1,-3,1,4,0.6,-6,-2,0,2,4,-2
CC1(C)CC(=O)NC=C(c2ccccc2)C1,-2,-5,4,0.0,3,0,-1,-1,1,2
COc1ccc(OCc2cc(C(=O)NC(C)c3nc(C)cs3)no2)c(Cl)c1 (configuration not stated),0,-3,6,0.2,5,3,-2,-4,-2,2
COc1ccc(CCN=C(N)NS(=O)(=O)c2ccc(F)cc2)cc1OC,2,7,-6,0.3,-4,-2,3,1,6,-4
Cc1ccc(SCCCCN2C(=O)NC(C)(C)C2=O)cc1,-1,5,3,0.7,4,-4,3,-5,1,0
CCOc1ccc(-n2c(=O)c3c4c(sc3n(CC(=O)NCC3CCCO3)c2=O)CCCC4)cc1 (configuration not stated),0,1,5,0.6,-3,-5,2,-1,-1,-5
CC(=O)c1c(C)oc2ccc(NS(=O)(=O)c3ccccc3)cc12,2,3,-16,0.6,7,-3,-2,0,-2,1
Cc1[nH]c2ccccc2c1/C=N\NC(=O)c1ccco1,-8,-2,0,0.2,7,2,1,1,-5,-16
O=C(CSc1ncnc2sc3c(c12)CCC3)N1CCOCC1,-4,1,1,-0.4,6,-4,1,-2,-2,-7
N#Cc1ccc(-c2ccc(OCC(=O)NCCCN3CCCC3=O)cc2)cc1,-45,0,-10,-0.7,-5,-4,-1,0,-6,-72
O=C(NCc1ccccc1F)C1CCCN1C(=O)NCc1ccccc1 (configuration not stated),4,0,-14,-1.0,3,6,7,1,5,13*
COc1ccc(S(=O)(=O)c2c(O)c3ccc(C(=O)Nc4cccc(F)c4)cc3[nH]c2=O)cc1,-7,6,8,0.4,10,-4,14,-5,1,-15
COc1cc(CNc2ccc3[nH]c(=O)[nH]c3c2)cc(Cl)c1OCC(=O)NC(C)(C)C,-151,-3,3,-0.8,7,-59,0,9,-2,-189
COc1cccc(Nc2nc(CN)cs2)n1,-2,-2,-5,-0.1,12,-5,-1,4,1,-12
CCOC(=O)COn1c(SCC(=O)OCC)nc2ccccc2c1=O,-4,-3,3,1.1,-7,-1,1,9,-6,-1
CC(=O)c1ccc(N(CC(=O)Nc2cc(C)on2)S(=O)(=O)c2ccc(C)cc2)cc1,6,-8,-6,-0.9,-5,0,1,9,-2,3
N=c1c2c3c(sc2ncn1N)CCC3,-4,2,1,0.3,-8,-12,-4,-6,1,-11
N#C/C(=C/C=C/c1ccccc1)C(=O)Nc1ccccc1,1,0,-2,0.5,2,-3,-4,-2,-7,0
OC(COc1ccc2ccccc2c1Cl)CN1CCOCC1 (configuration not stated),0,0,-6,-0.1,-8,-1,7,8,11,-2
Cc1cc(NC(=O)CCSc2nc(-c3ccco3)cc(C(F)(F)F)n2)n(-c2ccccc2)n1,-1,1,9,-0.3,13,2,-1,1,4,-1
CNc1ccc(N=Nc2cccc3ncccc23)cc1,1,-4,-8,0.4,8,1,-9,6,4,-4
COc1ccc(OC)c(S(=O)(=O)N2c3cc(F)ccc3CCC2C)c1 (configuration not stated),1,-1,-4,-0.5,3,5,-5,0,0,2
O=C(Oc1ccccc1)N1CCN(c2ccccc2F)CC1,3,7,0,-0.1,-13,-1,-2,-4,1,2
